# High-throughput results as filed in PubChem BioAssay.
# T cell HTS: T cell immune modulation candidate | 2C CD8+ T cell-vesicle binding, flow cytometry; active compounds read low | calls only at 7 µM | 330,000 compounds, 0.068% hits;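 active means response, share of CD8 T cells binding vesicles, and their 90th percentile fluorescence all below set limits, cut at about 80% in these data, passing the limit was not always enough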
#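 Assay system – 2C mouse CD8+ T cells · Also added – QL9-loaded Drosophila micro-vesicles · Timing – Cell–vesicle co-incubation 1.5 h at 37 °C, staining 20 min on ice · Signal – flow cytometry of vesicle-bound cells · Measure – percent CD8+ FL2 mean versus row control · Controls – Peptide-free naked vesicles (low) and QL9 vesicles with 0.7% DMSO vehicle (high)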
# West Nile antiviral: inhibition of WNV-induced cytopathic effect – cell-based, CPE readout (AID 1621); West Nile virus-infected cells, CPE inhibition; higher % means a stronger effect; CPE inhibition, % at 10 µM; hits with a dose series show IC50 in µM; 290,000 compounds, 0.02% hits; in the data active means a potency from the dose series; inconclusive means CPE inhibition mostly from about 3.7% at the one dose, without a potency; inactive means the rest, 99 in 100 with CPE inhibition below about 2.2%; further: strong numbers were not always called active
# PhoP inhibition: inhibitors of PhoP regulon expression, primary screen, Salmonella Typhimurium, GFP reporter (AID 1863) | inhibition, % at 50 µM, or IC50 in µM where a hit was titrated | S. Typhimurium PhoP-regulated promoter GFP reporter, 4 h; higher % means a stronger effect | 300,000 compounds, 0.16% hits;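 active means inhibition over 29.93%, a cutoff 3 SD above the screen mean, later confirmed by dose response; inconclusive means inhibition over 29.93% but no dose response follow-up; inactive means inhibition at most 29.93% or unconfirmed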;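 further: 0% = low Mg2+ inducing control and 100% = high Mg2+ repressing control; strong numbers were not always called active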
# RSV antiviral HEp-2: RSV antiviral activity via CPE protection, HEp-2 cells, primary 10 µM value included (AID 2391) | HEp-2 cells, RSV-induced CPE inhibition; higher % means a stronger effect | CPE inhibition, % at 10 µM, or IC50 in µM where a hit was titrated | 310,000 compounds, 0.13% hits; in the data active means a potency from the dose series; inconclusive means CPE inhibition mostly from about 23% at the one dose, without a potency; inactive means the rest, 99 in 100 with CPE inhibition below about 21%; further: strong numbers were not always called active
# Large T inhibition: SV40 large T antigen inhibitors, biochemical (AID 1903) | SV40 large T antigen ATPase/helicase inhibition assay; higher % means a stronger effect | one-dose inhibition, % at 20 µM; IC50 in µM for titrated hits | 310,000 compounds, 0.39% hits; in the data active means a potency from the dose series; inconclusive means inhibition mostly from about 32% at the one dose, without a potency; inactive means the rest, 99 in 100 with inhibition below about 32%; further: strong numbers were not always called active
# NS5 inhibitors: Dengue-2 NS5 methyltransferase inhibitors, primary screen, biochemical, confirmation dose response (AID 588689); Dengue-2 NS5 methyltransferase capping enzyme assay, biochemical; higher % means a stronger effect; one-dose inhibition, % at 25 µM; IC50 in µM for titrated hits; 340,000 compounds, 0.3% hits; in the data active means a potency from the dose series; inconclusive means inhibition above about 29% without an active follow-up result
# Rac1 GTP hydrolysis: MgcRacGAP GTPase-activating activity inhibitors, confirmation, biochemical, ADP Hunter fluorescence; MgcRacGAP-stimulated Rac1 GTP hydrolysis, ADP Hunter fluorescence; higher % means a stronger effect; GST-tagged Rac1 F28L mutant substrate; inhibition, % at 30 µM; hits with a dose series show IC50 in µM; 340,000 compounds, 0.6% hits;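 active means first-screen hits whose inhibition reached a set limit at any dose in the follow-up dose series; inconclusive means inhibition above the set first-screen limit but never retested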;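 further: fluorescence reports GDP produced by GAP-driven GTP hydrolysis; strong numbers were not always called active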
# NTR1 ag: NTR1-driven beta-arrestin-GFP spot formation – imaging, U2OS cells, high content, primary screen (AID 493036); P30989; agonist mode; activation, % at 20 µM; 330,000 compounds, 0.17% hits;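 active means activation at or above 40% of the spot to cytoplasm intensity ratio, with at least 20 cells analyzed; inconclusive means wells under 20 cells, flagged as cytotoxic or low count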;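 further: 0% = DMSO without peptide and 100% = 100 nM NTR1 peptide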
# Target sequence (P30989 whole entry, looked up): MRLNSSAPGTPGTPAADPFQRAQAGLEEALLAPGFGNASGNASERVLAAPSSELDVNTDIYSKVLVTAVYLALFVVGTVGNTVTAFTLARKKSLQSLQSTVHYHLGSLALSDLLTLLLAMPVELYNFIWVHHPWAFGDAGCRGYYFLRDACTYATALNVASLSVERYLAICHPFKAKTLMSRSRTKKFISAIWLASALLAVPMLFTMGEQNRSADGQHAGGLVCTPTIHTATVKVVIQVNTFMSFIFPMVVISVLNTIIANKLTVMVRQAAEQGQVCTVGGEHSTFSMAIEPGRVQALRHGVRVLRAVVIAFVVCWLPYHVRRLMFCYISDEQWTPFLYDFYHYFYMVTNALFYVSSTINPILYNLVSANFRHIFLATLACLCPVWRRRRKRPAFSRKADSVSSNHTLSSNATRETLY
# UTI89 phage lysis: inhibition of K1F phage lysis, E. coli UTI89, bacterial capsule biogenesis inhibitors, alamar blue (AID 488966) | E. coli UTI89 K1F phage lysis, alamar blue, 2 h; higher % means a stronger effect | one-dose inhibition, % at 100 µM; IC50 in µM for titrated hits | 340,000 compounds, 0.02% hits;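 active means phage lysis inhibition, versus mean bacterial control, above a set limit; inconclusive means no clear call, values can overlap the other calls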;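 further: capsule biogenesis inhibitors block K1F phage lysis so surviving cells raise fluorescence; higher fluorescence means more inhibition of phage lysis; actives were called in the ten point dose series up to 300 µM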
# T cell HTS vesicle-bound %: recorded beside T cell HTS, whose call it bears; double positive events, %; measured here: CD8+ vesicle-bound cell fraction;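 binding gate set so that unloaded-vesicle control wells show 10% double positive cells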
# NTR1 ag cell count 20 µM: also measured in NTR1 ag; calls as there; cell count; measured here: cell count, cytotoxicity flag
# NS5 inhibitors pilot replicate: second read-out of NS5 inhibitors, no call of its own (marks repeat the call); inhibition, %; measured here: pilot screen replicate inhibition
# * hit, by the source's call; i = inactive; ? = inconclusive; . = not tested or not shown; [ ] = dose if it differs, or a comment.
SMILES,T cell HTS,T cell HTS vesicle-bound %,West Nile antiviral,PhoP inhibition,RSV antiviral HEp-2,Large T inhibition,NS5 inhibitors,Rac1 GTP hydrolysis,NTR1 ag,NTR1 ag cell count 20 µM,UTI89 phage lysis,others
Cc1ccc(/C=C/S(=O)(=O)NCC(=O)OCC(=O)Nc2c(F)cccc2F)cc1,i,15,.,6%,-1.7%,14%,1%,5%,-0.7,50,0.5%[50 µM],
COc1ccc2[nH]c3c(=O)n(Cc4ccc(C(=O)N5CCCC5)cc4)c(=S)[nH]c3c2c1,i,30,-0.5%,1%,0.8%,5%,-2%,4%,3.5,34,-0.1%,
O=c1[nH]c(N/N=C/c2ccccc2Br)nnc1-c1ccccc1,i,41,0.4%,-17%,45%,1%,-5%,6%,0.3,48,i,
NS(=O)(=O)c1ccc(CCNC(=O)CCS(=O)(=O)c2ccc(Br)cc2)cc1,i,16,-0.4%,0%,0.2%,4%,1%,2%,-0.3,82,-0.5%[50 µM],
CS(=O)Cc1cc(Oc2ccccc2)nc(-c2ccncc2)n1 (centres undefined),i,52,.,9%,-1.5%,1%,-1%,-4%,-0.8,32,-1.1%,
Cc1nc(C(=O)NC2CCOCC2)sc1C1(C)CC(c2cccc([N+](=O)[O-])c2)=NO1 (centres undefined),i,7,0.0%,-6%,0.0%,4%,-8%,5%,-3.6,92,-0.2%,
CCOC(=O)c1ccc(NC(=O)c2nc[nH]c2C(=O)N2CCN(c3ccccc3)CC2)cc1,i,46,0.1%,-1%,4.9%,8%,-7%,7%,6.9,51,0.4%,
CCCCCc1n[nH]c2c1CCCC2,i,31,0.1%,-8%,2.4%,7%,9%,5%,1.3,51,6.8%,
CC(C)OCCCN1C=C2C(=O)C(C)(OC(=O)CCc3ccccc3)C(=O)C=C2C=C1c1ccc(C#N)cc1 (centres undefined),i,40,-0.6%,-5%,0.9%,13%,.,.,-0.4,50,.,
CCOC(=O)COc1ccc(Br)cc1/C=C/c1[nH]c(=O)[nH]c(=O)c1[N+](=O)[O-],i,37,0.3%,-5%,47%,6%,3%,5%,8.4,35,-0.2%,
CN1CCN(S(=O)(=O)c2ccc3c(c2)CC(=O)N3C)CC1,i,26,0.1%,-2%,1.2%,19%,0%,13%,-0.4,58,-0.1%[50 µM],
CCOc1ccc2[nH]c(=O)c(CN(Cc3ccco3)C(=O)c3cccc(F)c3)cc2c1,i,18,-0.2%,10%,0.9%,11%,-3%,11%,-0.6,44,-0.3%,
CC(O)[C@H]1CNCCN1CCc1cccc(F)c1 (some centres undefined),i,44,.,7%,-1.7%,7%,0%,14%,-0.8,95,1.3%,
CCOc1ccccc1NC(=O)Cc1cccs1,i,58,-1.0%,5%,2.5%,6%,1%,4%,0.0,64,1.5%,
Cc1ccccc1C(=O)N1CCN(S(=O)(=O)c2ccccc2)CC1,i,29,0.3%,-3%,2.4%,17%,1%,3%,0.6,54,0.2%[50 µM],
Cc1ccsc1CN(C(=O)c1ccc([N+](=O)[O-])cc1)C1CCS(=O)(=O)C1 (centres undefined),i,18,-0.7%,0%,0.2%,13%,6%,8%,1.0,50,0.2%[50 µM],
O=C(NCCc1ccccc1F)C1CCCN1S(=O)(=O)c1ccccc1 (centres undefined),i,66,0.7%,-10%,3.7%,0%,-4%,0%,1.8,51,4.9%,
S=C(NCCCN1CCOCC1)N1CCOCC1,i,42,0.2%,-5%,3.3%,10%,-5%,-4%,-1.2,53,-0.3%,
CCCNC(=O)c1cccc(COCC(F)(F)C(F)F)c1,i,30,-0.5%,2%,1.9%,8%,-6%,1%,0.1,59,-3.7%,
CC(C)CC(=O)Nc1nnc(SCC(=O)Nc2nccs2)s1,i,68,-0.1%,5%,0.1%,1%,3%,0%,-0.2,66,-0.2%,

# Reprinted at random: two compounds from above, in no set order.
SMILES,T cell HTS,T cell HTS vesicle-bound %,West Nile antiviral,PhoP inhibition,RSV antiviral HEp-2,Large T inhibition,NS5 inhibitors,Rac1 GTP hydrolysis,NTR1 ag,NTR1 ag cell count 20 µM,UTI89 phage lysis,others
O=C(NCCc1ccccc1F)C1CCCN1S(=O)(=O)c1ccccc1 (centres undefined),i,66,0.7%,-10%,3.7%,0%,-4%,0%,1.8,51,4.9%,
CN1CCN(S(=O)(=O)c2ccc3c(c2)CC(=O)N3C)CC1,i,26,0.1%,-2%,1.2%,19%,0%,13%,-0.4,58,-0.1%[50 µM],

# (listing goes on)
SMILES,T cell HTS,T cell HTS vesicle-bound %,West Nile antiviral,PhoP inhibition,RSV antiviral HEp-2,Large T inhibition,NS5 inhibitors,Rac1 GTP hydrolysis,NTR1 ag,NTR1 ag cell count 20 µM,UTI89 phage lysis,others
CC1Oc2ccccc2N(CC(=O)N2CCCc3ccccc32)C1=O (centres undefined),i,2,0.0%,11%,-0.7%,22%,-5%,4%,0.7,55,2.6%,
CS(=O)(=O)NCCCNc1ccc(Cl)cc1[N+](=O)[O-],i,39,-0.4%,18%,1.4%,15%,-3%,6%,-0.9,58,0.8%,NS5 inhibitors pilot replicate=-1.1
CCc1nnc(NC(=O)CSc2nnc(-c3ccc(OC)cc3)n2C)s1,i,13,-0.6%,8%,2.3%,-2%,-5%,6%,-0.9,75,0.2%,
COc1ccc2c(CC(=O)Nc3ccc(N4CCOCC4)cc3)coc2c1,i,26,0.2%,-4%,2.1%,13%,5%,4%,-0.2,35,-0.2%,
CC1=C(C(=O)OCc2ccccc2)C(c2cccc(Cl)c2Cl)NC(=O)N1CCCCCC(=O)O (centres undefined),i,4,-0.1%,.,3.5%,7%,0%,2%,-4.2,54,-1.6%,
Cc1ccc(S(=O)(=O)N2Cc3ccccc3CC2C(=O)Nc2ccc3c(c2)OCO3)cc1 (centres undefined),i,19,-0.3%,-14%,2.9%,17%,2%,10%,3.3,75,0.5%,
C[C@H](CO)N1C[C@H](C)[C@@H](CN(C)S(=O)(=O)c2cccs2)Oc2c(NC(=O)C3CC3)cccc2C1=O,i,11,.,.,.,.,-9%,9%,-0.6,61,2.4%,
CCOC(=O)c1c(C)nc(C)c(C(=O)OCC)c1-c1cccc(N)c1,i,29,0.7%,-3%,-2.1%,10%,-6%,5%,2.9,47,0.3%,
Cc1occc1C(=O)Nc1ccc(OCc2ccccc2)cc1,i,27,-0.6%,3%,9.4%,10%,5%,-2%,0.2,51,0.4%,
COCCNC(=O)NC12CC3(C)CC(C)(CC(C)(C3)C1)C2,i,57,0.9%,4%,0.5%,12%,3%,7%,0.8,81,-0.2%,
c1ccc(COc2cccc(CN3CCN(c4ccccn4)CC3)c2)cc1,i,25,-0.9%,14%,-1.1%,4%,0%,9%,0.4,61,3.1%,
Cc1ccc(C)c(OCC(=O)Nc2ccccc2C(=O)NC2CC2)c1,i,6,0.0%,-4%,3.2%,6%,1%,-7%,3.0,81,0.1%,
CCCCCCCCCn1c2c(c(=N)c3c1CCC3)CCC2,i,63,?,37µM*,-2.0%,29%,-4%,12%,36,90,-8.8%,
COc1ccccc1-c1nnc(SCc2ccccn2)n1C,i,17,0.1%,-2%,-0.2%,0%,-3%,6%,-0.1,52,1.3%,
Fc1ccc(C2CCCN2Cc2nc(-c3cnccn3)no2)cc1 (centres undefined),i,35,-0.5%,.,-1.6%,.,-11%,2%,-1.0,94,0.3%,
CCOC(=O)c1c(C)[nH]c2cc(Br)c(O)cc12,i,38,-0.1%,8%,?,13%,2%,8%,-1.8,94,-1.2%,
Cc1c(C(=O)NCCc2ccc(S(N)(=O)=O)cc2)cccc1[N+](=O)[O-],i,55,-0.1%,0%,-0.5%,21%,-2%,-1%,0.6,26,-0.7%,
CNC(=O)CSc1nnc(COc2ccc(Cl)cc2)n1CCOC,i,15,0.1%,-7%,0.0%,3%,2%,5%,-0.2,57,7.4%,
CCn1c(O)c(/C=N/N=C/c2ccc(OC)cc2)c2cc(C3=NNC(=O)CC3)ccc21,i,58,0.3%,-15%,-0.6%,16%,22%,-4%,6.3,50,0.1%,
CN1CCN(S(=O)(=O)c2cccc3nsnc23)CC1,i,25,0.4%,10%,0.2%,-8%,-9%,3%,0.6,51,0.2%,

# Quoted from the listing for reference:
SMILES,T cell HTS,T cell HTS vesicle-bound %,West Nile antiviral,PhoP inhibition,RSV antiviral HEp-2,Large T inhibition,NS5 inhibitors,Rac1 GTP hydrolysis,NTR1 ag,NTR1 ag cell count 20 µM,UTI89 phage lysis,others
CCn1c(O)c(/C=N/N=C/c2ccc(OC)cc2)c2cc(C3=NNC(=O)CC3)ccc21,i,58,0.3%,-15%,-0.6%,16%,22%,-4%,6.3,50,0.1%,
CN1CCN(S(=O)(=O)c2cccc3nsnc23)CC1,i,25,0.4%,10%,0.2%,-8%,-9%,3%,0.6,51,0.2%,

# (listing goes on)
SMILES,T cell HTS,T cell HTS vesicle-bound %,West Nile antiviral,PhoP inhibition,RSV antiviral HEp-2,Large T inhibition,NS5 inhibitors,Rac1 GTP hydrolysis,NTR1 ag,NTR1 ag cell count 20 µM,UTI89 phage lysis,others
CC(C)OCC(O)CN (centres undefined),i,33,0.7%,12%,1.3%,1%,-3%,9%,0.1,72,1.1%,
Cc1oc2cc3oc(=O)c(CC(=O)NCC(=O)N[C@@H](C(=O)O)c4ccccc4)c(C)c3cc2c1C,i,32,0.4%,-2%,.,8%,-5%,14%,3.7,91,2.5%,
Oc1ccc(Nc2nc(N3CCCC3)c3ccccc3n2)cc1,i,45,-2.9%,-49%,14%,4.7µM*,-3%,27%,12,67,-11%,
O=C(O)C1(P(=O)(c2ccccc2)c2ccccc2)CCCC1,i,59,1.1%,1%,0.9%,6%,2%,10%,-0.2,61,0.4%,
Cc1ccc(Cl)c(OCC(=O)Nc2ccccc2N2CCCCC2)c1,i,42,.,9%,18%,25%,-7%,7%,12,62,1.1%[50 µM],
Cc1ccc2nc(Nc3ccccc3)cc(C)c2c1,i,41,-2.1%,0%,?,1%,-17%,9%,24,52,-1.5%,
Cc1nnc2ccc(-c3ccc(NC(=O)c4ccc(Cl)nc4)cc3)nn12,i,21,0.0%,-1%,-0.3%,8%,.,.,0.7,66,.,
CCn1cc(CN2CCc3c([nH]c4ccccc34)C2c2cccc(O)c2)c(C)n1 (centres undefined),i,18,-0.5%,9%,4.8%,9%,-2%,1%,1.0,51,-0.6%,

# Compounds were not picked by outcome; overall some 1.5% were active at least once.
